Phagocyt inh: inhibitors of macrophage phagocytosis, primary screen, imaging, J774A.1 cells, IgG beads; J774A.1 macrophage IgG-bead phagocytosis; inhibition, % at 5 µM; actives 0.07% (n = 110,000); AID 1029, 2008;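 active means inhibition above the mean of the plate negative controls plus 5 SD, cut at about 13% in these data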;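 further: phagocytic index as fraction of beads internalized from green versus red external bead signal; plate controls were DMSO negative control for no effect and cytochalasin-D positive control for full effect; some results beyond the cut were filed as inactive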
NPY-Y2 antag: NPY-Y2 receptor antagonists, primary screen, cell-based; Neuropeptide Y receptor type 2 (Homo sapiens), P49146; inhibition, % at 2.7 µM; actives 0.99% (n = 140,000); NPY-Y2 expressing cells, antagonist mode; AID 793, 2007; in the data active means inhibition above about 17%;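 further: 0% = vehicle with agonist challenge and 100% = reference antagonist with challenge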
Target sequence (P49146 whole entry, looked up): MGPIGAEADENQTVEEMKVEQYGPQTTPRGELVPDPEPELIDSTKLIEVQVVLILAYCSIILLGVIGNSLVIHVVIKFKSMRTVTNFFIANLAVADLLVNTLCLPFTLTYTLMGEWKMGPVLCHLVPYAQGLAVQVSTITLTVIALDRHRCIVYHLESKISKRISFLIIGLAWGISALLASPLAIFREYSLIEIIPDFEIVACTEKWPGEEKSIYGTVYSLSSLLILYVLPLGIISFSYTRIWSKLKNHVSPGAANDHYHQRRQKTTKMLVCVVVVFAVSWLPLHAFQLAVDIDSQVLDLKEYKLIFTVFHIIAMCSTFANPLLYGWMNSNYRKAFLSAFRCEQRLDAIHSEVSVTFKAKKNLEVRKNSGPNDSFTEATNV
bCat KO growth: primary screen for growth suppressors in beta-catenin knockout HCT116 cells (colon tumor, human) | HCT116 beta-catenin knockout viability, CellTiter-Glo, 60 h; stronger effect = lower value | viability, % at 10 µM | actives 1.5% (n = 140,000) | AID 818, 2007;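 active means viability at or under a set limit, the compound median less 4 SD, cut at about 6% in these data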;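 further: 0% = Hyamine 1622 control at 20 µM and 100% = untreated cell control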
PTEN del growth: growth suppression of PTEN-null HCT116, primary screen, cell-based, CellTiter-Glo; HCT116 PTEN-null viability, 60 h; stronger effect = lower value; viability, % at 10 µM; actives 1.2% (n = 140,000);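 active means viability at or below a set limit, 4 SD under the median of all tested compounds, cut at about 3.7% in these data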;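 further: PTEN knockout HCT116 line with beta catenin targeted HCT116 as companion control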
E-sel TNF inh: E-selectin induction blockers in HUVEC – imaging, immunofluorescence, high content, primary screen. AID 1246, 2008. actives 0.71% (n = 120,000). inhibition, % at 2 µM. HUVEC TNFa-induced E-selectin immunofluorescence;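 active means inhibition above the batch mean plus 3 SD, and confirmed as a hit on visual image review, cut at about 43% in these data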;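 further: 0% = TNF-stimulated DMSO wells and 100% = unstimulated control wells; not every result past the cut was called active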
MRP-1 activ: H69AR viability gain despite doxorubicin, primary screen, MRP-1 activator project, H69AR cells, CellTiter-Glo; viability rescue; actives 0.61% (n = 140,000); viability increase, % at 10 µM;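 active means viability gain under doxorubicin at or above a set limit, the compound median plus 3 SD, cut at about 4.7% in these data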;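 further: MRP-1 overexpressing cells given doxorubicin 25 µM after compound pretreatment; 18-22 h compound pretreatment then 72 h with doxorubicin before readout; 0% = doxorubicin-only wells and 100% = vehicle-treated cells without doxorubicin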
GALR2 blocker: GALR2 antagonists in receptor-expressing cells, primary screen; actives 0.39% (n = 140,000); Galanin receptor type 2 (Homo sapiens), O43603; antagonist mode; AID 828, 2007; inhibition, % at 4 µM; in the data active means inhibition above about 27%;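 further: cells stimulated with galanin 1-16 at roughly its EC80; 0% = agonist challenge control and 100% = basal control without agonist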
Target sequence (O43603 whole entry, looked up): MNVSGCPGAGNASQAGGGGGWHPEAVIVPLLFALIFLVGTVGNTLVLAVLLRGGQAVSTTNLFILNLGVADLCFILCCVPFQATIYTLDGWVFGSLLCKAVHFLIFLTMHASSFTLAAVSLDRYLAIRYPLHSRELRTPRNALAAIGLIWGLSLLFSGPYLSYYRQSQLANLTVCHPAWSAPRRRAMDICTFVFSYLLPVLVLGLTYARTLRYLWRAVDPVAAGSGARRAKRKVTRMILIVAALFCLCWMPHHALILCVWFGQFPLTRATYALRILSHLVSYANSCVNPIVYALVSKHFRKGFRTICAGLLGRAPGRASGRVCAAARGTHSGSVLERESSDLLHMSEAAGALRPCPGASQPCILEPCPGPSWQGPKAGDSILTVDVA
Yeast life ext: compounds extending yeast replicative lifespan, primary screen, S. cerevisiae, OD615. S. cerevisiae growth with nicotinamide; deaD strain in restrictive glucose medium. actives 0.68% (n = 130,000). inhibition of the nicotinamide effect, % at 10 µM;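 active means inhibition above a set limit, placed 3 SD over the median of all compounds, cut at about 26% in these data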;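 further: 0% = nicotinamide-treated wells and 100% = cells grown without nicotinamide; some compounds called inactive have numbers as strong as hits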
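Assay system: engineered S. cerevisiae DeaD replicative-lifespan strain, galactose-grown log-phase cells; medium: restrictive CSMM-D dextrose medium; also added: nicotinamide, 1.5 mM, co-present with compound; schedule: 48 h compound exposure at 30 °C, humidified; detection: absorbance at 615 nm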
Measles CPE: compounds protecting cells from measles virus cytopathic effect, primary screen, measles RdRp inhibitor project, single point, MLSMR library, absorbance; protection (pct of control), % at 4 µM; actives 1.5% (n = 140,000); AID 841, 2007; Measles virus-infected cells, CPE protection; in the data active means protection mostly above about 24%, no sharp cut-off; inactive means mostly below about 26%; further: some compounds called inactive have numbers as strong as hits
BB579 growth dn: growth inhibitors of yeast BB579 in restrictive medium, primary screen, yeast lifespan-shortening project, S. cerevisiae; inhibition, % at 10 µM; actives 0.51% (n = 140,000); OD615, 48 h;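 active means inhibition above a set limit, 3 SD over the mean compound inhibition, cut at about 44% in these data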; further: inactives centre near -24
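System: Saccharomyces cerevisiae DeaD strain BB579, replicative lifespan model yeast. Buffer or medium: restrictive glucose-based CSMM-D medium. Doses: one dose, 10 µM compound with 0.25% DMSO. Timing: 4 h preincubation and 48 h exposure at 30 °C. Detection: turbidity as optical density at 615 nm. Benchmarks: amphotericin B 10 µg/mL, positive.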
Active calls of the source: *; / = not tested or not shown.

SMILES | Phagocyt inh | NPY-Y2 antag | bCat KO growth | PTEN del growth | E-sel TNF inh | MRP-1 activ | GALR2 blocker | Yeast life ext | Measles CPE | BB579 growth dn
CC(=O)C1C(c2ccc3ncccc3c2)NC(=O)NC1(O)C(F)(F)F (stereo unspecified) | / | 0.3 | 99.4 | 99.5 | -6.8 | -0.6 | 5.1 | 0.6 | 24.6 | -34.5
O=C1C=C(c2ccccc2)OC2(CCCC2)O1 | 2.2 | 8.0 | 99.3 | 104.0 | / | -0.1 | 7.1 | 4.9 | 2.1 | -12.7
COC(=O)CCC(=O)NC(=S)Nc1sc(C)c(C)c1C(N)=O | 15.9 | 3.5 | 16.1 | 19.7 | 27.3 | -1.7 | 9.3 | 0.5 | 1.6 | -35.1
Cc1cc(C)c2c(C)nn(-c3ccccc3)c2n1 | -0.1 | 7.6 | 80.1 | 91.4 | 8.0 | -0.5 | -3.4 | -12.3 | 7.7 | -56.8
CCCOC(=O)c1ccc(NC(=O)/C=C/c2cccs2)cc1 | / | 1.6 | 65.4 | 67.7 | -21.1 | 0.4 | -1.6 | -6.3 | 29.6 | -33.9
CCC(C)(NC(=O)Cc1c[nH]c2ccccc12)C(=O)NC1CCCCC1 (stereo unspecified) | -5.0 | 0.6 | 93.0 | 90.9 | 11.6 | -1.4 | 2.0 | -3.4 | 10.8 | -21.7
Cc1ccc(-c2cc(C(=O)N/N=C/C=C/c3ccccc3)n[nH]2)s1 | -2.8 | 12.5 | 42.4 | 51.1 | / | -1.0 | 1.2 | -2.3 | 15.2 | -21.0
CC1CC(=O)N(CC(=O)Nc2ccc3c(c2)OCCO3)c2ccccc2S1 (stereo unspecified) | -2.3 | 4.2 | 92.8 | 98.7 | -1.3 | -2.6 | 12.5 | 3.3 | 2.1 | -25.7
CCOC(=O)C1=C(C)NC2(O)c3ccccc3C(=O)C12O (stereo unspecified) | / | -0.9 | 97.8 | 100.5 | -2.9 | -3.9 | 5.1 | -4.0 | 8.7 | -41.8
Cc1cc([N+](=O)[O-])nn1CC(=O)NCc1cccs1 | 9.8 | -0.3 | 102.2 | 107.1 | 9.5 | 0.5 | -0.9 | -9.6 | 13.1 | -35.9
CC(c1nnnn1C1CCCCC1)N(Cc1ccccc1)Cc1cccnc1 (stereo unspecified) | / | 3.8 | 61.2 | 67.9 | -1.5 | -4.1 | -10.9 | -2.2 | 2.2 | -35.2
CN(C(=S)Nc1ccc(Oc2ccccc2)cc1)c1ccc(O)cc1 | 0.5 | 1.3 | 82.3 | 84.2 | 87.1* | -0.3 | 1.9 | -1.0 | 7.7 | -17.0

Compound profiles, from the list above:
CC1CC(=O)N(CC(=O)Nc2ccc3c(c2)OCCO3)c2ccccc2S1 (stereo unspecified) is listed as Phagocyt inh = -2.3; NPY-Y2 antag = 4.2; bCat KO growth = 92.8; PTEN del growth = 98.7; E-sel TNF inh = -1.3; MRP-1 activ = -2.6; GALR2 blocker = 12.5; Yeast life ext = 3.3; Measles CPE = 2.1; BB579 growth dn = -25.7
CCOC(=O)C1=C(C)NC2(O)c3ccccc3C(=O)C12O (stereo unspecified) is listed as Phagocyt inh = /; NPY-Y2 antag = -0.9; bCat KO growth = 97.8; PTEN del growth = 100.5; E-sel TNF inh = -2.9; MRP-1 activ = -3.9; GALR2 blocker = 5.1; Yeast life ext = -4.0; Measles CPE = 8.7; BB579 growth dn = -41.8

Further records
SMILES | Phagocyt inh | NPY-Y2 antag | bCat KO growth | PTEN del growth | E-sel TNF inh | MRP-1 activ | GALR2 blocker | Yeast life ext | Measles CPE | BB579 growth dn
Cc1cc([N+](=O)[O-])nn1CC(=O)N1CCCc2ccccc21 | 0.8 | 1.6 | 93.0 | 90.3 | 8.5 | -1.8 | -3.8 | -2.7 | 5.4 | -4.4
COc1ccc(-c2cc(C(F)(F)F)n3nc(C(=O)N4CCOCC4)c(Cl)c3n2)cc1 | 0.5 | -0.6 | 77.3 | 89.0 | 4.9 | -1.5 | -5.3 | -7.8 | 16.1 | -11.4
Cc1cc(OCc2cn3cccnc3n2)ccc1Cl | -12.4 | 1.7 | 98.4 | 92.4 | / | 0.9 | 7.7 | -5.3 | 4.8 | -24.7
O=c1[nH]c2cccnc2n1Cc1ccccc1 | / | 1.4 | 100.7 | 96.9 | -8.8 | 0.7 | -2.9 | 25.8 | 24.7 | -9.3
O=C(Nc1nc2c(s1)CCCC2=O)c1cnccn1 | -0.1 | 1.6 | 77.8 | 91.7 | -5.1 | -0.5 | -6.7 | -6.3 | 7.1 | -35.5
Brc1ccc(C2=CC(c3ccco3)n3ncnc3N2)cc1 (stereo unspecified) | -0.4 | 4.1 | 77.4 | 78.5 | / | -2.9 | 9.1 | -8.1 | 3.2 | 18.8
CCOc1ccc(CCNC(=O)CCc2nc(-c3ccc(C)cc3)no2)cc1OCC | -0.3 | 2.2 | 87.2 | 86.1 | / | -4.3 | 1.5 | -4.5 | 22.6 | -37.0
CN(C)S(=O)(=O)c1ccc(NC(=O)CNc2cc(S(=O)(=O)N3CCCC3)ccc2OCC(F)(F)F)cc1 | -12.1 | 0.5 | 93.3 | 93.2 | / | -2.8 | 7.4 | -0.3 | 21.5 | -23.5
CCC1CCCCN1C(=S)NCc1ccccc1 (stereo unspecified) | -5.7 | 0.9 | 90.8 | 89.1 | / | -0.4 | 8.0 | -1.8 | 2.3 | -27.1
COc1ccc(S(=O)(=O)CCC(=O)NC2CCCCC2)cc1 | -3.2 | 3.4 | 87.6 | 93.0 | -36.3 | -2.1 | 6.0 | -0.8 | 26.0 | 11.5
O=C(CN1CCN(Cc2ccccc2)CC1)Nc1ccc(S(=O)(=O)N2CCOCC2)cc1 | -0.1 | -0.9 | 90.6 | 93.5 | / | -2.2 | -4.4 | -0.4 | 11.3 | -2.3
Cc1ccc(N(CC(=O)N2CCn3c2nc2ccccc23)S(=O)(=O)c2c(C)n[nH]c2C)cc1 | 0.8 | -4.7 | 99.3 | 101.2 | 11.0 | -4.2 | 9.4 | -3.8 | 9.0 | -34.2
O=C(Cn1cnc2c(nnn2Cc2ccccc2F)c1=O)OCc1ccccc1 | -0.1 | 2.1 | 96.9 | 97.7 | 14.2 | 0.5 | -2.6 | 2.2 | 5.1 | -23.0
O=C(c1cccc(Br)c1)c1cn(-c2ccccc2)nc1C(=O)c1ccccc1 | -1.2 | 15.0 | 84.4 | 82.6 | 41.2 | -0.6 | 4.3 | -6.2 | 0.1 | -7.0
CC(=O)Nc1ccc(N2CCc3c(C)c(C#N)c4nc5ccccc5n4c32)cc1 | / | 2.5 | 89.0 | 75.6 | / | 0.6 | 22.2 | 3.9 | 8.2 | -11.1
CC(=O)Nc1ccc(S(=O)(=O)N[C@@H](C)C(=O)OCc2ccc(Cl)cc2)cc1 | -9.3 | -0.2 | 95.1 | 96.6 | / | -0.2 | 5.7 | -1.4 | 20.0 | -31.8
CCC(=O)c1ccc(CCCCCC(=O)O)s1 | -1.5 | 2.2 | 87.0 | 96.8 | / | -3.4 | 9.5 | -11.4 | 2.8 | -17.9
CO/N=C(/CS(=O)Cc1ccccc1Cl)c1ccc(Cl)cc1Cl (stereo unspecified) | -3.4 | 2.1 | 82.3 | 72.8 | -43.5 | -3.2 | -1.9 | 16.7 | 8.0 | -4.5
O=C(NCCOc1ccccc1)c1ccccc1 | 0.7 | 0.2 | 98.1 | 101.4 | 25.2 | 0.8 | -1.8 | -9.8 | 2.5 | -36.8
CCCCC1OC23CCCCC2C(C#N)(C(=N)O3)C1(C#N)C#N (stereo unspecified) | -1.9 | 4.9 | 99.6 | 101.9 | -6.0 | -0.6 | -1.4 | -8.9 | 4.2 | -19.9
O=C(c1cccs1)N1CCN(C(=O)C2CCCO2)CC1 (stereo unspecified) | / | 3.3 | 87.6 | 94.5 | -30.8 | -1.3 | -4.3 | -5.0 | 9.0 | -10.1
CC(Oc1ccc(Cl)cc1Cl)C(=O)Nc1ccc(N2CCN(C)CC2)cc1 (stereo unspecified) | 0.3 | 2.4 | 51.1 | 41.7 | -7.0 | -5.3 | -16.9 | -6.8 | 1.7 | 32.8
CSc1nc(-c2ccco2)nn1C(=O)CCc1ccccc1 | -0.6 | 6.2 | 91.4 | 97.4 | -14.0 | -1.4 | 4.3 | 12.1 | 10.6 | -59.6
Cn1c(=O)c2c(nc(SCC(=O)N3CCCCCC3)n2C)n(C)c1=O | / | 0.9 | 103.2 | 99.8 | 2.8 | -2.4 | -3.5 | / | 15.5 | -47.4
O=C(COc1ccc(S(=O)(=O)Nc2ccccc2)cc1)N1CCOCC1 | -0.7 | -0.1 | 100.5 | 93.3 | 9.3 | -1.6 | 4.5 | -4.2 | 1.7 | 11.4
O=C(NCc1ccco1)c1cc(-c2cccs2)on1 | 2.3 | 1.9 | 83.0 | 96.1 | / | -2.7 | 12.0 | -11.2 | 3.8 | -16.2
Fc1ccc(C(c2nnnn2Cc2cccs2)N2CCN(c3ccccc3)CC2)cc1 (stereo unspecified) | / | 19.3* | 68.9 | 67.1 | 20.3 | -0.2 | -4.3 | / | 13.8 | -25.5
CC(C)CNS(=O)(=O)c1ccc2c(c1)OCCO2 | 0.3 | 4.8 | 95.6 | 108.4 | -13.8 | -0.1 | -6.5 | 10.5 | 1.8 | -50.1
CCCOc1nc2c(c(=O)n(C)c(=O)n2C)n1CCC | 0.4 | 1.8 | 90.8 | 88.3 | 2.4 | -2.9 | -1.3 | -6.0 | 10.7 | -19.2
Cc1cccc2c1nc(-c1ccccc1)n1nnnc21 | -0.5 | 9.2 | 81.2 | 83.7 | -54.1 | -1.9 | 1.9 | -3.5 | 15.9 | -40.6
O=S(=O)(c1cc(Cl)ccc1Cl)N1CCCC1 | 0.9 | 2.1 | 95.6 | 92.7 | 26.8 | 0.4 | -6.0 | 11.1 | 5.2 | -40.5
CC1(C(=O)NCCN2CCOCC2)C=CCN1C(=O)c1ccccc1 (stereo unspecified) | / | 0.8 | 88.0 | 92.3 | / | -0.9 | 4.7 | 1.3 | 2.8 | -44.6
Cc1nn(-c2ccc(C(=O)O)cc2)c(=O)c2ccccc12 | -0.4 | 0.7 | 95.1 | 104.9 | 10.7 | -1.0 | 14.7 | -2.9 | 1.4 | -19.2
O=c1oc2cc(Cl)ccc2n1CSc1nc2ccccc2s1 | -1.0 | 8.7 | 51.0 | 59.9 | 10.8 | -1.8 | -2.2 | -12.3 | 3.3 | -50.3
O=C(CN1CCN(c2cccc(Cl)c2)CC1)Nc1ccc([N+](=O)[O-])cc1C(=O)Nc1ccccc1F | -9.1 | 0.8 | 79.3 | 58.1 | / | -3.1 | -1.2 | 1.4 | 5.9 | -31.8
CCCC(=O)Nc1ccc2c(c1)nc1n2CCOC1 | -0.3 | 4.5 | 77.5 | 102.0 | / | 0.4 | -9.1 | -7.8 | 9.6 | -19.5

Compound activity deposited in PubChem BioAssay by several laboratories.
